Source: PubChem (several laboratories)
p-CIP stab down: p/CIP-EGFP fusion destabilizers, primary screen, fluorescence, F442A cells; Q05BA5; AID 1984, 2009; 0.01% of 290,000 active; decrease of EGFP signal, % at 10 µM; 16 h;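 active = EGFP signal decrease of at least 30% at 10 µM or well 3 SD below plate mean, unless failing retest; inactive = the rest, including hits failing retest or dose response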; also: some compounds called inactive have numbers as strong as hits; many of its hits are not listed in these tables
CRFBP-R2 agonist: agonists of CRF-BP/CRF-R2 complex, primary screen, cell-based, HEK293, calcium dye fluorescence, uHTS | CRF-binding protein / CRF receptor 2 complex (human) | calcium dye fluorescence (FLIPR); percent of saturating CRF peptide response | activation, % at 13.2 µM | 0.46% of 350,000 active | AID 588473, 2011;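 active = activation of at least 50%, plus an integration ratio under a set limit after plate pattern correction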;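 also: plate controls were neutral control wells without compound for no effect and CRF at EC100 for full effect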
PHOSPHO1 block: PubChem AID 1565; recombinant PHOSPHO1, absorbance phosphatase assay; inhibition, % at 13.3 µM; 1.1% of 290,000 active; in the data active = inhibition above about 60%
Target sequence (Q8TCT1 whole entry, looked up): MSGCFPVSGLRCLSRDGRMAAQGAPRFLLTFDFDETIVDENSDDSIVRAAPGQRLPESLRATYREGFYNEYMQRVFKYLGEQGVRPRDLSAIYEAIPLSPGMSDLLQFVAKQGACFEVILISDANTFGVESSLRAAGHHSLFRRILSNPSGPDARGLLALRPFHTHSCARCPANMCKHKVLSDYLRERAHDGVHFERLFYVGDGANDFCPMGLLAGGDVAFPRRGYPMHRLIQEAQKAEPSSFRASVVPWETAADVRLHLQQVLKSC
IDE act: human IDE activators in live cells, primary screen, fluorescence polarization, HEK cells, FAbeta-B substrate | FAbeta-B cleavage; 0% vehicle, 100% cell-free pure enzyme wells | activation, % at 5.96 µM | 0.073% of 340,000 active | AID 493087, 2011;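 active = activation above the mean of all tested compounds plus 3 SD, set per screening campaign, cut at about 17% in these data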
MEKK3 PB1 HTS: modulators of MEKK3-MEK5 PB1 binding, primary screen, biochemical, wildtype MEKK3, multiplex bead flow cytometry, Alexa488-MEK5. Mitogen-activated protein kinase kinase kinase 3 (Homo sapiens), Q99759. bead-based flow cytometry, Alexa488-MEK5 binding to MEKK3; actives lie on both sides; 0 = blocked by unlabeled MEK5, 100 = vehicle. binding response (% of control), % at 10 µM. 1.4% of 290,000 active;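 active = binding response more than 3 SD above or below the average of its plate-row segment, actives on both sides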;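 also: Alexa488 bead fluorescence after subtracting the streptavidin-only scavenger bead signal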
CRFR2-BP antag: antagonists of CRF-BP/CRF-R2 complex, primary screen, cell-based, HEK293, calcium dye fluorescence, uHTS. 0.59% of 350,000 active. CRF-induced calcium fluorescence. inhibition, % at 11.8 µM;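 active = inhibition of the ligand-induced calcium signal above about 50% at the single tested concentration, limit read from the data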
M4 PAM: human M4 muscarinic receptor positive allosteric modulators, primary screen, CHO-K1 cells, Fluo-8 calcium fluorescence; Muscarinic acetylcholine receptor M4 (Homo sapiens), P08173; CHO-K1 hM4/Gqi5, ACh EC20; 0% = ACh EC20, 100% = maximal ACh; activation, % at 3 µM; 0.4% of 360,000 active;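 active = activation above its plate's cutoff, the mean activation of sample wells plus 3 SD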; also: some results filed as inactive read as strong as hits
Target sequence (P08173 whole entry, looked up): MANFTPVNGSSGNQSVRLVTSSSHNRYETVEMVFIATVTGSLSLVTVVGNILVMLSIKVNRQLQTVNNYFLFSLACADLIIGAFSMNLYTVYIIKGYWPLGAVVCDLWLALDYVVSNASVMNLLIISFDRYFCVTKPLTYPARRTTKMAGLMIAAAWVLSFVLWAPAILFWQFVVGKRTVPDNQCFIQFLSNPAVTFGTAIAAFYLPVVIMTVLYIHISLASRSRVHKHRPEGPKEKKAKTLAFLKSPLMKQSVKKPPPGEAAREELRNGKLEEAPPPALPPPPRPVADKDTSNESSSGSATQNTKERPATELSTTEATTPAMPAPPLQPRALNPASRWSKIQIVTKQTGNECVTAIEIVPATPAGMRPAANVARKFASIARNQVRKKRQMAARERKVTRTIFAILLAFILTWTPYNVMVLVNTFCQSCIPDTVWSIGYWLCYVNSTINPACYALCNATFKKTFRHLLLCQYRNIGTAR
IDE inh: human IDE inhibitors in live cells, primary screen, fluorescence polarization, HEK cells, FAbetaB substrate | FAbetaB cleavage | inhibition, % at 5.59 µM | 0.41% of 320,000 active;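 active = percent inhibition above the average of all tested compounds plus 3 SD, set per screening campaign, cut at about 16% in these data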;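 also: IDE supplied by intact live HEK cells; FP after avidin binding of uncleaved biotin substrate so inhibition keeps polarization high; 0% = DMSO wells and 100% = 60 µM reference IDE inhibitor Ii1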
GalR3 antagonist: GalR3 antagonists in HEK293 cells, primary screen, cell-based, fluorescence readout | HEK293 GalR3-CNG cAMP membrane potential fluorescence; galR3 body fused to GalR1 C-terminus | inhibition, % at 3 µM | 0.44% of 360,000 active;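 active = inhibition above the screen-wide average plus 3 SD, cut at about 13% in these data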;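 also: forskolin and galanin both at EC90 stimulate the cells; cAMP rise reported by CNG channel membrane potential dye signal; 0% = forskolin plus galanin with DMSO and 100% = forskolin alone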
Target sequence (O60755 1-299 limits assumed): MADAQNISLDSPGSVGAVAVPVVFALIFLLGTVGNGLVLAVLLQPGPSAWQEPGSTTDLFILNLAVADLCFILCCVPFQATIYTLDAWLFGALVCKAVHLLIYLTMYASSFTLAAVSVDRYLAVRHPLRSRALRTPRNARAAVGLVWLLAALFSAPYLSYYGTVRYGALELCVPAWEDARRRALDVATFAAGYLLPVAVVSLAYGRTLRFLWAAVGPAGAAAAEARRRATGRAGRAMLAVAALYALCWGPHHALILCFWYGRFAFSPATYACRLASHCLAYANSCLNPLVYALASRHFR
Numbers without * were called inactive; . = not tested or not shown; & = joins results of further samples.

SMILES	p-CIP stab down	CRFBP-R2 agonist	PHOSPHO1 block	IDE act	MEKK3 PB1 HTS	CRFR2-BP antag	M4 PAM	IDE inh	GalR3 antagonist
O=c1[nH]c2ccccc2cc1CN(CC1CCCO1)S(=O)(=O)c1ccccc1 (stereo unspecified)	8	-0.2	14	4	97	-16	-6	6	-7
Cc1cc(C)n2nc(C(=O)Nc3ccc4c(c3)CCC4)nc2n1	1	-0.4	1	-7	103	-4	-11	-2	1
CC(C)CC1Nc2ncnc(N3CCN(c4ccccn4)CC3)c2N(Cc2ccc(Br)cc2)C1=O (stereo unspecified)	.	-1.1	.	-5	.	-2	-5&-11	2	-4
O=S(=O)(c1ccccc1)N1CCC2(CC1)OCCN2S(=O)(=O)c1cccs1	.	0.3	.	-5	.	-8	-2	.	-1
NC(=O)C1CCN(C(=S)NC2CC3C=CC2C3)CC1 (stereo unspecified)	7	-1.0	12	8	98	1	-3	5	-1
COc1ccccc1NC(=O)c1sc2nc(N3CCOCC3)c3c(c2c1N)CCCC3	-3	-0.4	-1	1	102	-8	2	0	7
COc1ccc(S(=O)(=O)N2CCC(C(=O)Oc3c(OC)cccc3OC)CC2)cc1OC	1	-2.0	.	5	104	6	6	-2	-3
NS(=O)(=O)c1cccc(NC(=O)CC2(CC(=O)O)CCCC2)c1	2	-0.2	15	2	93	8	3	2	-9
CC(=O)c1ccc(S(=O)(=O)N2CCN(CC(=O)Nc3ccccc3C(=O)NC3CC3)CC2)cc1	.	-2.0	.	0	.	12	-7	-2	-5
FC(F)(F)c1cc(CCN2C(=S)NC[C@@H]2Cc2ccccc2)cc(C(F)(F)F)c1	9	3.6	9	4	96	5	-10	-3	-1
COc1ccc(-c2nnc3sc(-c4ccco4)nn23)cc1OC	-10	-0.2	-23	2	100	4	-3	6	-2
CC1CCN(C(=O)N[C@@H](Cc2ccccc2)C(=O)O)CC1	-9	0.0	-15	5	99	10	-3	0	-3
O=C(/C=C/c1cccc(F)c1)NCCCn1ccnc1	7	-0.7	27	5	103	3	-3	0	-9
Cc1cc(CNC(=O)c2cccc(OC3CCN(S(=O)(=O)N(C)C)CC3)c2)on1	9	1.0	17	2	100	-6	2	7	-2
COc1ccc(NC(=S)N2CCN(S(=O)(=O)c3ccc(F)cc3)CC2)cc1	-4	-2.0	66*	-1	100	14	4	.	-1

Complete entries, looked up by structure. Screens in order: p-CIP stab down	CRFBP-R2 agonist	PHOSPHO1 block	IDE act	MEKK3 PB1 HTS	CRFR2-BP antag	M4 PAM	IDE inh	GalR3 antagonist
Results for O=S(=O)(c1ccccc1)N1CCC2(CC1)OCCN2S(=O)(=O)c1cccs1 : .	0.3	.	-5	.	-8	-2	.	-1
Results for CC1CCN(C(=O)N[C@@H](Cc2ccccc2)C(=O)O)CC1 : -9	0.0	-15	5	99	10	-3	0	-3
Results for COc1ccccc1NC(=O)c1sc2nc(N3CCOCC3)c3c(c2c1N)CCCC3 : -3	-0.4	-1	1	102	-8	2	0	7
Results for Cc1cc(C)n2nc(C(=O)Nc3ccc4c(c3)CCC4)nc2n1 : 1	-0.4	1	-7	103	-4	-11	-2	1

New compounds follow:
SMILES	p-CIP stab down	CRFBP-R2 agonist	PHOSPHO1 block	IDE act	MEKK3 PB1 HTS	CRFR2-BP antag	M4 PAM	IDE inh	GalR3 antagonist
CCN(CC)c1ccc(C=NCCNS(=O)(=O)c2ccc(C)cc2)cc1	-6	-1.2	2	-4	98	-8	10	8	2
Brc1ccc(C2=Nn3cnnc3SC2)cc1	5	-0.8	25	5	94	10	-5	0	-8
NC(=O)C1CC(=O)N(c2ccc(OCc3c(Cl)cccc3Cl)cc2)C1 (stereo unspecified)	-15	-2.0	36	-4	102	5	14	-1	-3
CCN(CC)c1ccc2c(cc1=O)[C@@H](NC)CCc1cc(OC)c(OC)c(OC)c1-2	-14	-1.6	38	1	103	32	8	1	-6
CCN1CCN(CC(O)COCc2ccccc2)CC1 (stereo unspecified)	-9	15	22	-1	103	5	-2	-1	-2
CCNC(=O)C1Cc2cc(S(=O)(=O)N3CCCC3)ccc2N1C(C)=O (stereo unspecified)	6	-0.4	43	3	97	17	3	0	2
CC(=O)c1cccc(NC(=O)C(NC(C)C)c2ccccc2)c1 (stereo unspecified)	2	-0.3	-22	2	87	-8	2	-1	-3
CN(c1ccccc1)S(=O)(=O)c1cccc(C(=O)NNC(=O)c2ccncc2)c1	.	1.0	.	-2	.	11	0	1	-3
COC(=O)c1sccc1NC(=O)c1ccccc1C(=O)O	.	0.3	.	4	.	-1	-43	-2	-6
CC(=O)N/C(=N\c1nc(C)cc(C)n1)Nc1ccccc1Cl	-18	-0.1	32	3	103	-1	-4	.	-8
COc1ccc(CC(=O)NC2CCCc3ccccc32)cc1 (stereo unspecified)	-7	-8.0	-4	3	82	13	-24	4	2
CCC1=C(OC(=O)N(CC)CC)N2C(=O)OC(=NCC(=O)OC)[C@]2(C)[C@H]2C1=CC[C@H]1C(=O)NC(=O)[C@H]12	8	-0.2	35	1	109	0	16	0	-2
CC1CC(C)CN(CC(=O)NC(c2ccccc2)c2ccccc2)C1 (stereo unspecified)	-15	-1.2	19	2	85	13	-3	-4	-8
Cc1nc(NC(=O)CC(C)C)sc1-c1csc(Nc2ccc(Cl)cc2Cl)n1	-12	0.1	55	5	95	-11	13	-5	-4
Cc1c(C)n(CCc2ccccc2)c2ncnc(NN)c12	7	-3.7	16	8	103	10	-4	0	-10

By substructure, those above containing two or more sulfur atoms.
SMILES	p-CIP stab down	CRFBP-R2 agonist	PHOSPHO1 block	IDE act	MEKK3 PB1 HTS	CRFR2-BP antag	M4 PAM	IDE inh	GalR3 antagonist
O=S(=O)(c1ccccc1)N1CCC2(CC1)OCCN2S(=O)(=O)c1cccs1	.	0.3	.	-5	.	-8	-2	.	-1
COc1ccc(NC(=S)N2CCN(S(=O)(=O)c3ccc(F)cc3)CC2)cc1	-4	-2.0	66*	-1	100	14	4	.	-1
Cc1nc(NC(=O)CC(C)C)sc1-c1csc(Nc2ccc(Cl)cc2Cl)n1	-12	0.1	55	5	95	-11	13	-5	-4

Next entries.
SMILES	p-CIP stab down	CRFBP-R2 agonist	PHOSPHO1 block	IDE act	MEKK3 PB1 HTS	CRFR2-BP antag	M4 PAM	IDE inh	GalR3 antagonist
COC(=O)[C@]1(CC(C)C)N[C@H](c2ccc(SC3CCCCC3)c(OC)c2)[C@@H]2C(=O)N(C)C(=O)[C@@H]21	.	-0.5	.	6	.	3	3	0	-3
CC(C)SCc1nc2ccccc2[nH]1	-5	0.4	-6	5	.	5	0	-2	-4
NC(=O)[C@@H]1CCCNc2c(F)cc([N+](=O)[O-])cc2C(=O)N[C@@H](CCC(=O)O)C(=O)N[C@@H](CO)C(=O)N1	2	-0.4	-4	3	97	-2	7	3	-10
CCOc1ccc(OCC)c(NC(=O)CCNS(=O)(=O)c2cc(Br)cnc2N)c1	0	0.5	8	0	104	-7	-1	-2	3
CC(Sc1nnc2ccccn12)C(N)=O (stereo unspecified)	8	2.4	12	2	100	-5	5	0	3
CCOc1ccc(C(=O)NNC(=O)c2cc(C)oc2C)cc1	.	-1.2	.	3	.	-2	22	-1	-2
Cc1nc2c(-c3ccc(F)cc3)c(C)nn2c(C)c1CCC(=O)N1CCC(Cc2ccccc2)CC1	-21	2.2	24	5	105	14	5	-5	2
CS(=O)(=O)Nc1ccccc1C(=O)Nc1cccc(Cl)c1	-2	36	18	1	105	30	-4	4	-7
FC(F)Oc1ccccc1NC(=S)NCc1ccco1	-11	-0.4	2	3	95	12	-5	2	-7
O=C1CC(c2ccccc2)Cc2nc3ncnn3cc21 (stereo unspecified)	-4	8.3	20	0	99	-2	4	5	-6
Cn1ncc(Cl)c1C(=O)N1CCN(S(=O)(=O)c2ccc(F)cc2)CC1	-14	-1.4	22	-2	91	8	4	5	-2
CCn1c(=O)c(C(=O)Nn2c(C)nc3ccccc3c2=O)c(O)c2ccccc21	-12	-8.8	14	6	106	26	4	2	-2
COC(=O)c1nnn(CC(=O)Nc2ccc(C)c(F)c2)c1C(=O)OC	-1	5.8	44	0	98	3	10	3	-4
O=C(Cc1cccc(NC(=O)C2CCCN(C(=O)C3CCCCC3)C2)c1)Nc1cccc(C(=O)N2CCCCC2)c1 (stereo unspecified)	.	0.3	.	4	.	1	-3	.	-7
CC12CC3(C)CC(C)(C1)CC(C(=O)NC(=S)NC(C)(C)C)(C2)C3	-19	-2.1	-15	-1	98	2	12	-1	-6

Shown as a hit in PHOSPHO1 block, of those listed so far:
SMILES	p-CIP stab down	CRFBP-R2 agonist	PHOSPHO1 block	IDE act	MEKK3 PB1 HTS	CRFR2-BP antag	M4 PAM	IDE inh	GalR3 antagonist
COc1ccc(NC(=S)N2CCN(S(=O)(=O)c3ccc(F)cc3)CC2)cc1	-4	-2.0	66*	-1	100	14	4	.	-1

Next part
SMILES	p-CIP stab down	CRFBP-R2 agonist	PHOSPHO1 block	IDE act	MEKK3 PB1 HTS	CRFR2-BP antag	M4 PAM	IDE inh	GalR3 antagonist
CC(=O)CCc1ccc(Oc2nc(-c3cccnc3)nc3ccccc23)cc1	-3	-1.6	-29	7	92	13	-16	4	-10
COc1ccc(C(=O)COC(=O)COc2cccc3c2OC(C)(C)C3)c(OC)c1	.	2.7	.	1	.	-7	1	-3	-1
CCSc1nc2ccccc2n1CC(N)=O	-8	2.0	4	3	100	4	-2	-1	-6
C=CCSc1nc(C)c(CCCC)c(=O)[nH]1	-5	-2.1	52	1	101	-12	-1	-2	2
CN(CC(=O)NCCc1ccc(F)cc1)Cc1ccccc1	-20	-2.2	12	1	99	17	-1	3	-8
COC(=O)CCC(=O)Nc1cccc(Cl)c1	11	2.9	2	9	93	-4	7	3	0
C/C(CC(C)(C)C1CCCCC1)=N\NC(N)=S	-15	-3.2	4	0	102	-26	-5	-1	-3
COc1ccccc1N(CC(=O)NC(C)(C)C)C(=O)CCC(=O)Nc1nccs1	2	1.3	50	-4	108	-4	-1	2	-10
CN(CCCCN1CCOCC1)Cc1nc(-c2ccc3c(c2)OCO3)no1	1	0.1	41	1	104	-4	6	-4	2
COc1ccc(-c2nc(C#N)c(NCCN(C)C)o2)cc1	.	-0.8	.	6	99	4	5	1	-3
Cc1ccc([C@@H]2C[C@H]3[C@@H](CN2S(=O)(=O)c2ccc(C)cc2)C(=O)C[C@@H](c2ccc(Cl)cc2)N3S(=O)(=O)c2ccccc2C)cc1	.	-0.6	.	.	.	-2	5	.	-4
CC(=O)Nc1ccc(NC(=O)c2nc(-c3ccccc3)oc2C)cc1	5	2.1	17	8	101	-5	7	4	-7
